XIAP displacement: XIAP antagonists, biochemical, IAP family, fluorescence polarization (AID 1018); displacement, % at 20 µM; hits with a dose series show IC50 in µM; 0.007% of 200,000 active; XIAP BIR domain, fluorescence polarization peptide displacement; higher % means a stronger effect; in the data active = displacement above about 50%; note: a part of the inactive calls stands beside numbers as strong as those of hits
CSM14.1 death rescue: rescue of cells from ER stress-induced death, primary screen, 384-well, CSM14.1, thapsigargin, ATP luminescence (AID 1222) | CSM14.1 thapsigargin-induced death rescue, ATP luminescence; higher % means a stronger effect | 190,000 tested, under 10 active | cellular ATP content (survival), % at 20 µM; hits with a dose series show EC50 in µM;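 active = EC50 below 50 µM in the dose-response confirmation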;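 note: death triggered by thapsigargin at about 15 µM added after 2 h compound pretreatment; cell ATP read after overnight thapsigargin exposure of roughly 18 to 22 hours; normalized against plate controls of thapsigargin alone and 5% DMSO vehicle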
K1F lysis inhibition: inhibition of K1F phage lysis, E. coli UTI89, bacterial capsule biogenesis inhibitors, alamar blue (AID 488966) | 0.02% of 340,000 active | inhibition, % at 100 µM; hits with a dose series show IC50 in µM | E. coli UTI89 K1F phage lysis, alamar blue, 2 h; higher % means a stronger effect;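 active = phage lysis inhibition, versus mean bacterial control, above a set limit; inconclusive = no clear call, values can overlap the other calls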;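 note: capsule biogenesis inhibitors block K1F phage lysis so surviving cells raise fluorescence; higher fluorescence means more inhibition of phage lysis; actives were called in the ten point dose series up to 300 µM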
NS5 inhibitors: flavivirus cap methylation enzyme inhibition – biochemical, confirmation dose response, primary screen (AID 588689); Dengue-2 NS5 methyltransferase capping enzyme assay, biochemical; higher % means a stronger effect; inhibition, % at 25 µM; hits with a dose series show IC50 in µM; 0.3% of 340,000 active; in the data active = a potency from the dose series; inconclusive = inhibition above about 29% without an active follow-up result
WT yeast gro inh: growth inhibition of WT yeast, mitochondrial fusion screen; AID 1362; inhibition, % at 10 µM; 2.1% of 190,000 active; mitochondrial fusion phenotypic screen, WT strain; in the data active = inhibition above about 58%; tested in S. cerevisiae
Yfh1-depleted yeast: enhancers of respiration in Yfh1-depleted yeast, dose response, Friedreich's ataxia, plus single-dose screen (AID 1465); S. cerevisiae Yfh1-off respiration, WST-1 reduction, 72 h; higher fold induction means a stronger effect; one-dose fold induction at 50 µM; EC50 in µM for titrated hits; 0.074% of 220,000 active;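 active = fold induction of absorbance versus untreated yeast above a set limit, then at least 30% activation at any dose in follow-up; inconclusive = repeats straddling the limit, or above it without dose testing; inactive = fold induction below the set limit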;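 note: activators that raise dye reduction in frataxin-depleted yeast; strong numbers were not always called active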
SV40 large T antigen: SV40 large T antigen inhibitors, biochemical (AID 1903); SV40 large T antigen ATPase/helicase inhibition assay; higher % means a stronger effect; inhibition, % at 20 µM, or IC50 in µM where a hit was titrated; 0.39% of 310,000 active; in the data active = a potency from the dose series; inconclusive = inhibition mostly from about 32% at the one dose, without a potency; inactive = the rest, 99 in 100 with inhibition below about 32%; note: strong numbers were not always called active
West Nile antiviral: inhibition of WNV-induced cytopathic effect – cell-based, CPE readout (AID 1621); West Nile virus-infected cells, CPE inhibition; higher % means a stronger effect; one-dose CPE inhibition, % at 10 µM; IC50 in µM for titrated hits; 0.02% of 290,000 active; in the data active = a potency from the dose series; inconclusive = CPE inhibition mostly from about 3.7% at the one dose, without a potency; inactive = the rest, 99 in 100 with CPE inhibition below about 2.2%; note: strong numbers were not always called active
RSV antiviral HEp-2: inhibition of RSV-induced cytopathic effect – HEp-2 cells, primary 10 µM value included (AID 2391). HEp-2 cells, RSV-induced CPE inhibition; higher % means a stronger effect. one-dose CPE inhibition, % at 10 µM; IC50 in µM for titrated hits. 0.13% of 310,000 active; in the data active = a potency from the dose series; inconclusive = CPE inhibition mostly from about 23% at the one dose, without a potency; inactive = the rest, 99 in 100 with CPE inhibition below about 21%; note: strong numbers were not always called active
WT yeast gro inh mutant strain: recorded beside WT yeast gro inh, whose call it bears; inhibition, %; mitochondrial fusion phenotypic screen, mutant strain inhibition
NS5 inhibitors pilot replicate: further read-out of NS5 inhibitors, marked with its call; inhibition, %; measured here: pilot screen replicate inhibition
* marks the source's active call; other numbers are inactive results; i = inactive; ? = inconclusive; · = not tested or not shown; [ ] = remark or other dose.

SMILES | XIAP displacement | CSM14.1 death rescue | K1F lysis inhibition | NS5 inhibitors | WT yeast gro inh | WT yeast gro inh mutant strain | Yfh1-depleted yeast | SV40 large T antigen | West Nile antiviral | RSV antiviral HEp-2 | others
O=C(CN1CCN(Cc2cccc(F)c2)CC1)NCc1ccccc1 | · | · | 1.4% | -1% | · | · | · | 9% | -0.9% | 0.2%
CCC(NC(=O)c1[nH]c(C)c(C(C)=O)c1C)c1ccc(Br)cc1 (stereo unspecified) | · | · | -0.2% | -3% | · | · | · | 8% | -1.5% | 8.7%
O=C(CSc1nc(-c2ccccc2)c(-c2ccccc2)o1)Nc1nnc(-c2ccccc2)s1 | 3.1% | -0.6% | 0.3% | -2% | 1 | -35 | · | 5% | · | 2.5% | NS5 inhibitors pilot replicate=0.8
O=C(c1ccc(F)c(F)c1)N1CCC2(CC1)NCCc1[nH]cnc12 | · | · | 0.0% | 3% | · | · | · | 15% | 0.1% | 0.4%
CCCc1cc(Nc2ccccc2)n2ncnc2n1 | · | · | -0.1% | -1% | · | · | · | 14% | -0.9% | 0.8% | NS5 inhibitors pilot replicate=-1.2
Cc1oc(-c2cccc(Cl)c2)nc1CN1CCCC(C(=O)NCc2ccco2)C1 (stereo unspecified) | -10% | 6.0% | 0.1% | 1% | 13 | 5 | i | 3% | 0.0% | -0.8%
O=C(c1cc(=O)c2ccccc2o1)N1CCN(c2ccccc2F)CC1 | -8.7% | -0.8% | 0.0% | -4% | 2 | -8 | i | 10% | -0.5% | -0.4%
O=S1(=O)c2cccc3cccc(c23)N1CCBr | · | · | 1.1% | -2% | · | · | · | -2% | -0.1% | 17%
CCOC(=O)c1cc(C#N)c(NCc2ccccc2)nc1C | -2.9% | -1.4% | 2.6% | -5% | 42 | 1 | i | 4% | -0.3% | -1.8%
Nc1nc(SCC(=O)OCc2ccccc2)[nH]c(=O)c1NC(=O)c1ccco1 | -4.6% | -2.8% | 4.2% | -5% | 10 | -2 | i | 15% | 0.4% | 0.2%
Cc1ccccc1NC(=O)/C(=C\c1cccs1)NC(=O)c1ccco1 | -0.6% | -0.2% | 0.0% | -5% | 5 | 14 | i | 2% | -0.2% | 0.9%
CCC(C(=O)O)n1c2ccccc2c2cn[nH]c(=O)c21 (stereo unspecified) | · | · | 0.6%[50 µM] | 9% | · | · | · | 7% | -0.1% | 0.4%
Cc1noc(C)c1COc1ccc(C(=O)N2CCCC(C(N)=O)C2)cc1 (stereo unspecified) | · | · | 0.7%[50 µM] | -1% | · | · | · | 9% | 0.1% | 1.3%
Cc1ccc(-c2nc3ncccc3n2O)cc1 | · | · | 0.2% | 1% | · | · | · | 7% | 0.1% | 2.1%
Cc1ccc2nc(-c3ccc(NC(=S)NC(=O)C(C)C)cc3)sc2c1 | -8.3% | -4.6% | -0.5% | -2% | -5 | 0 | i | -1% | 0.0% | 2.4%
Cc1ccccc1CC1(CO)CCCN(Cc2ccccc2Cl)C1 (stereo unspecified) | · | · | -1.1% | 9% | · | · | · | 12% | 0.2% | 14%
COC(=O)c1ccc(NC(=O)Nc2ccc3c(c2)nc(C)n3C)cc1 | -3.9% | -0.4% | 0.0% | -9% | 0 | -1 | i | 5% | 2.0% | 1.1%
O=C(c1ccc(C#CC2(O)CCCCC2)cc1)N1CCOCC1 | -1.4% | 4.6% | -0.1% | -1% | -18 | -1 | i | 10% | -0.3% | 1.7%
CN(C)S(=O)(=O)c1cc(NC(=O)CSc2nn(-c3ccc(Cl)cc3)c(=S)s2)ccc1Cl | -2.3% | -0.7% | 5.0% | -6% | -10 | -14 | i | 4% | -2.0% | 9.4%
CC1(c2ccc3ccccc3c2)NC(=O)N(CC(=O)NCc2cccs2)C1=O (stereo unspecified) | -0.9% | 3.2% | 0.1% | -10% | -9 | 2 | i | 2% | -2.0% | 2.0%
Cc1ccc(OCCNc2ccc(C(F)(F)F)cc2[N+](=O)[O-])cc1 | -5.9% | 7.7% | -0.2% | -1% | 2 | -16 | i | 2% | -1.4% | 2.7%
C[C@@H](NC(=O)[C@@H]1Cc2ccccc2CN1C(=O)OC(C)(C)C)C(=O)NC1CCCCC1 | · | · | -0.2% | 8% | · | · | · | 11% | -0.2% | 0.7%
O=C(NCC1CCCO1)C(c1cccs1)N(Cc1cccs1)C(=O)Cn1nnc(-c2cccs2)n1 (stereo unspecified) | -3.8% | 0.8% | 9.5% | -9% | -13 | -8 | · | 22% | 0.4% | 1.2%
CSc1ccc(CN(C)C(=O)c2cccc(S(=O)(=O)N3CCN(Cc4ccccc4)CC3)c2)cc1 | · | · | 0.7%[50 µM] | -4% | · | · | · | 10% | · | 5.4%
COc1ccccc1-c1nnc(SCC(=O)Nc2ccccc2)o1 | -9.5% | 0.1% | 0.2% | -1% | 9 | 1 | i | -7% | 0.9% | 3.6%
SMILES | XIAP displacement | CSM14.1 death rescue | K1F lysis inhibition | NS5 inhibitors | WT yeast gro inh | WT yeast gro inh mutant strain | Yfh1-depleted yeast | SV40 large T antigen | West Nile antiviral | RSV antiviral HEp-2 | others
COc1ccc(C(=O)NC2CCSc3ccccc32)cc1S(=O)(=O)N1CCOCC1 (stereo unspecified) | · | · | 0.7%[50 µM] | -9% | · | · | · | 7% | · | -0.4%
CC(=O)Nc1sc(NC(=O)c2ccc(Cl)cc2)nc1-c1cccs1 | -3.4% | -1.0% | 1.8% | 0% | 15 | 6 | · | 11% | · | 0.5%
O=C(Nc1cccnc1N1CCOCC1)c1cccs1 | · | · | 0.1% | 2% | · | · | i | 7% | 0.0% | 3.5%
CC(C)C[C@H]1CN=C(Nc2ccccc2)N1CC1CCC(C)CC1 (stereo partly specified) | · | · | 0.8% | -11% | · | · | · | 10% | -1.9% | -2.6%
COc1cc(CC(NC(C)=O)C(=O)NC2CCN(S(=O)(=O)c3ccc(NC(C)=O)cc3)CC2)cc(OC)c1 (stereo unspecified) | · | · | -0.2% | 14% | · | · | · | 4% | -0.1% | 0.7%
Cc1ccc(NC(=O)CSc2cn[nH]n2)cc1 | · | · | 0.6% | -8% | · | · | · | -1% | -0.2% | -1.0%
CCOc1ccc2c(c1)/C(=N/N1C(=O)c3ccccc3C1=O)C(=O)N2 | -5.2% | -0.1% | -0.3% | 6% | 1 | 14 | i | 6% | 0.5% | 1.9%
COC(=O)CN(n1cnnc1)S(=O)(=O)c1ccc(C)cc1 | -5.3% | -1.1% | -1.4%[50 µM] | -8% | 14 | -3 | i | 13% | 0.2% | 3.3%
CCN(Cc1ccncc1)C(=O)CC1C(=O)NCCN1Cc1ccc(F)c(F)c1 (stereo unspecified) | 0.3% | -1.1% | -0.2% | 5% | -2 | -8 | i | 21% | -0.1% | 0.8%
O=C(NC(=S)NNS(=O)(=O)c1ccccc1)c1cccnc1 | -4.6% | -0.8% | -0.5% | 2% | -7 | 0 | i | ? | 0.9% | 2.2%
Cc1ccc(C2NC(=O)CCC2[N+](=O)[O-])cc1 (stereo unspecified) | 1.5% | -2.0% | · | · | -7 | 1 | i | 4% | 0.0% | 0.5%
O=C1C(CCCNC(=S)NCc2ccccc2)NC(=S)N1Cc1ccccc1 (stereo unspecified) | -0.9% | -0.2% | 5.5% | · | 3 | -19 | i | -5% | -0.8% | 1.2%
O=C(Nc1cccc(NS(=O)(=O)c2ccc(S(=O)(=O)NC3CC3)cc2)c1)c1ccccn1 | -4.3% | 0.1% | 1.1% | 2% | -15 | -4 | i | 2% | -0.7% | 2.2%
O=S(=O)(c1ccc(Cl)cc1)c1nc(-c2ccco2)oc1N1CCOCC1 | · | · | -0.4% | -7% | · | · | i | 9% | 0.4% | 0.3%
O=C(Nc1ccc(-c2ccc(N3CCCCC3)nn2)cc1)c1ccco1 | · | · | 0.2%[50 µM] | -9% | · | · | · | 6% | · | -2.1%
CCOc1ccc(NC(=O)CN(C)C(=O)c2ccccc2-n2cnnn2)cc1OCC | · | · | 1.1%[50 µM] | -7% | · | · | · | -5% | · | 0.4%
Cc1cccc(NC(=O)CSc2nc3[nH]ncc3c(=O)[nH]2)c1 | -7.3% | -0.9% | 3.7% | -5% | 1 | -32 | i | 4% | -0.3% | -0.4%
CC(=O)c1cccc(NC(=O)N2CCCC2C(=O)NCc2ccc3c(c2)OCO3)c1 (stereo unspecified) | -3.4% | 2.8% | 0.4% | -1% | -5 | 1 | i | 28% | 0.4% | 1.3%
COc1ccc(-c2nc(-c3cccnc3)no2)cc1OC | · | · | 0.3% | -2% | · | · | i | 14% | 1.8% | -0.1%
COc1cccc(Cn2c(NCC(C)C)nc3c2c(=O)n(C)c(=O)n3C)c1 | -6.0% | -1.4% | -0.6% | -3% | -7 | -11 | i | 0% | 1.0% | 1.3%
O=C(COc1ccc(/C=N/NC(=O)c2cc3ccccc3o2)cc1Cl)Nc1ccccc1 | -25% | 0.8% | 0.2% | 0% | -9 | -18 | i | 2% | 0.7% | 8.9%
CCN(CC)C(=O)CCSc1nnc(-c2ccco2)o1 | -5.2% | · | 0.2% | -5% | -18 | -14 | i | 11% | 0.1% | 1.0%
CCc1ccc(-n2c(=O)c3c(C)c(C)sc3n(CC(=O)NCC3CCCO3)c2=O)cc1 (stereo unspecified) | -9.0% | 3.7% | 0.2% | -7% | -13 | 2 | i | 12% | -0.2% | 0.8%
COc1ccc(-c2c3c(=O)n(C)c(=O)n(C)c3cn2Cc2ccccn2)cc1 | -2.0% | 2.2% | 0.5% | 1% | -10 | -7 | i | 2% | 0.7% | 1.0%
CC1CCCCC1NC(=S)Nc1ccc(SC(F)F)cc1 (stereo unspecified) | -5.7% | -2.2% | 0.1% | -3% | 69* | 30* | i | -5% | ? | 6.6%
SMILES | XIAP displacement | CSM14.1 death rescue | K1F lysis inhibition | NS5 inhibitors | WT yeast gro inh | WT yeast gro inh mutant strain | Yfh1-depleted yeast | SV40 large T antigen | West Nile antiviral | RSV antiviral HEp-2 | others
Cc1noc(C)c1CSc1nc2[nH]ncc2c(=O)n1-c1ccccc1 | -22% | -1.3% | 2.7% | -1% | 0 | 5 | i | 27% | 0.5% | 0.6%
COCCN1Cc2cccc(C(=O)Nc3ccc(C)cc3)c2C1=O | -4.6% | -0.8% | 3.3% | · | 2 | 5 | i | 3% | -0.8% | 2.5%
Cc1ccc(S(=O)(=O)N(C)CC(=O)Nc2cccnc2)cc1 | · | · | 0.2% | 3% | · | · | · | 6% | -0.2% | 1.5%
COCCCn1c(SCC(=O)Nc2cccc(C)n2)nnc1-c1ccco1 | -0.2% | -3.5% | 8.2% | -4% | 7 | 8 | i | 4% | 0.0% | -0.1%
COc1cc(/C=N/Nc2ccccc2C(F)(F)F)ccc1O | -7.2% | -0.7% | 0.5% | 2% | 21 | 18 | i | 19% | -0.6% | 1.2%
COc1c(S(=O)(=O)NCCCn2ccnc2)ccc(Cl)c1Cl | · | · | -0.5% | -14% | · | · | · | 4% | -1.0% | -0.6%
